Screens: PubChem BioAssay, National Center for Advancing Translational Sciences (NCATS)
TDP43 rescue – qHTS of TDP-43 Inhibitors. Potency, µM (titrated, usually from 46.1 µM), inactives show top-dose growth rescue (activation), most hits filed as activators. actives 1.8% (n = 410,000). AID 652104, 2013. TDP-43 expressing yeast growth rescue, BacTiter-Glo, 24 h; further: potency means the concentration at half of the fitted maximal effect; % of control where 0% means no effect; nearly all actives have a fitted effect of over 50% in size
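Growth rescue of TDP-43-toxic yeast measured as ATP luminescence (BacTiter-Glo). Cells grown to mid-log in raffinose, induced in galactose at OD600=0.02, exposed to compound 24 hr at 30 deg C.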
Akt phos inh – HTS Assay for Inhibitors of Akt Phophorylation: Primary Screen; Neuro2A IGF-stimulated pAkt S473 HTRF, 20 min; stronger effect = lower value; activity change, % for hits at 50 µM; actives 0.32% (n = 360,000); in the data active means activity change below about -80%; inconclusive means mostly about -51% to -80%; further: on the % scale 0 is the no-effect control and ±100 the full control effect
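Neuro2A cells in DMEM with 0.5% FBS, overnight at 37 deg C, given compound at single 50 µM final, then IGF (6 nM final) for 20 min at 37 deg C. Lysed; phospho-Akt Ser473 by HTRF after 24 h, 665/615 ratio.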
Abeta rescue – qHTS for compounds that reverse cellular toxicity of Amyloid beta (A-beta) peptide in yeast: Primary Screen; yeast expressing A-beta42, growth rescue, OD600, 48 h; response scale: 0% DMSO, 100% iron-clioquinol control; Potency, µM (titrated, usually from 46.1 µM), inactives show at the top dose growth rescue, usual class: activators; actives 0.063% (n = 410,000); further: potency means the concentration at half of the fitted maximal effect; nearly all actives have a fitted effect of over 55% in size
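Yeast growth medium received pinned compounds, then yeast cells expressing toxic A-beta were added; plates incubated at 30 C for 48 hr. Growth read as absorbance at 600 nm, normalized to DMSO and equimolar FeCl3 plus clioquinol controls.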
aSyn yeast inh – qHTS of alpha-syn Inhibitors | Potency, µM (highest dose often 46.1 µM), inactives show top-dose growth rescue (activation), hits mostly activators | actives 0.14% (n = 370,000) | Yeast expressing alpha-synuclein, growth rescue, BacTiter-Glo, 24 h; further: potency means the concentration at half of the fitted maximal effect; % of control where 0% means no effect; nearly all actives have a fitted effect of over 65% in size
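Galactose-induced alpha-syn yeast (OD600=0.02, raffinose-pregrown) + pinned cpd, 24 hr, 30 deg C; growth by BacTiter-Glo luminescence. Growth restoration scores as activation.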
GLP-1R inv ag – qHTS of GLP-1 Receptor Inverse Agonists (Inhibition Mode). HEK293 GLP-1R CRE-luciferase, luminescence, 24 h; GLP-1R form is constitutively active. Potency, µM (titrated, usually from 38.3 µM), for inactives: top-dose activity change, negative = inhibition, usual class: inhibitors. actives 1.6% (n = 410,000). AID 624417, 2012; further: potency means the concentration at half of the fitted maximal effect; on the % scale 0 is the no-effect control and ±100 the full control effect; nearly all actives have a fitted effect of over 55% in size
Target sequence (P43220 whole entry, looked up): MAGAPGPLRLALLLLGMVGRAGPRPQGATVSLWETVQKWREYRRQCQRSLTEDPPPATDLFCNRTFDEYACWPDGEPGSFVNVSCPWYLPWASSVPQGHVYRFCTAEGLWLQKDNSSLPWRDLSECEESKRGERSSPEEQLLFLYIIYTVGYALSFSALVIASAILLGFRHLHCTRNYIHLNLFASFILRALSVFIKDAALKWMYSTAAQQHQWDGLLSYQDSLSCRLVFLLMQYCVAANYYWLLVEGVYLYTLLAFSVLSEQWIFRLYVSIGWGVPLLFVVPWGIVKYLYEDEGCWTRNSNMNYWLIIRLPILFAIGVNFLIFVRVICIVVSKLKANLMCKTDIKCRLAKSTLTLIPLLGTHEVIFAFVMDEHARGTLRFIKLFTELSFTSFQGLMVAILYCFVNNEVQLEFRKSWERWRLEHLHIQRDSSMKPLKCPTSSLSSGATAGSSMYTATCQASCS
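Inverse agonists were sought by their lowering of basal cAMP reporter luciferase output in HEK293 cells stably carrying constitutively active human GLP-1R, after 24 h compound treatment.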
D3 antag – qHTS of D3 Dopamine Receptor Antagonist: qHTS | D(3) dopamine receptor (Homo sapiens), P35462 | D3R cells, DiscoveRx beta-arrestin luminescence, antagonist mode; stronger effect = lower value | max response, negative = inhibition, % | actives 2.5% (n = 360,000) | AID 652054, 2013; in the data active means max response below about -50%; inconclusive means no clear call, values can overlap the other calls; further: on the % scale 0 is the no-effect control and ±100 the full control effect; mostly tested at two doses, the higher about 12 µM
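Cells plated overnight at 1500 cells/well, then exposed to library compounds with dopamine controls for 90 minutes at 37 degrees C. DiscoveRx reagent added for 30–60 minutes at room temperature; luminescence read, quantitative HTS format.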
FUS suppressor – qHTS for Suppressors of FUS Proteinopathy: Primary screen using FUS-linked yeast assay; S. cerevisiae FUS-expressing, growth rescue, OD600, 24 h; Potency, µM (series often up to 76.6 µM), for the others: at the highest dose growth rescue (activation), most hits filed as activators; actives 0.24% (n = 390,000);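 further: potency means the concentration at half of the fitted maximal effect; plate controls were DMSO vehicle for no effect and reference control for full effect; nearly all actives have a fitted effect of over 55% in size; some results filed as inactive show a strong effect at the top dose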
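Yeast FUS proteinopathy model; galactose-induced FUS (2%), starting OD 0.005. Cpds in dilution series, 24hr, 30C, 99% humidity. Abs 600 nm growth. Pos ctrl CP55940 (top 92uM final); neg ctrl DMSO.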
GLP1R ag – qHTS of GLP-1 Receptor Agonists; Glucagon-like peptide 1 receptor (Homo sapiens), P43220; HEK293 GLP-1R CRE-luciferase, luminescence, 4-6 h; cells express a hypersensitive GLP-1R form; Potency, µM (highest dose often 45.6 µM), inactives show at the top dose activation, hits mostly activators; actives 0.007% (n = 380,000); AID 624172, 2012; further: potency means the concentration at half of the fitted maximal effect; % of control where 0% means no effect
PTHR1 agonist – qHTS for PTHR1 Agonists: Primary Screen. Parathyroid hormone/parathyroid hormone-related peptide receptor (Homo sapiens), Q03431. HEK293 GP2 PTHR1 cells, GloSensor cAMP luminescence, 1 h. Potency, µM (top dose mostly 115 µM), for the others: top-dose activation, hits mostly activators. actives 0.075% (n = 410,000). AID 743266, 2014; further: potency means the concentration at half of the fitted maximal effect; nearly all actives have a fitted effect of over 55% in size; some results filed as inactive show a strong effect at the top dose; inactives centre near -15; many of its hits are not listed in these tables
Target sequence (Q03431 whole entry, looked up): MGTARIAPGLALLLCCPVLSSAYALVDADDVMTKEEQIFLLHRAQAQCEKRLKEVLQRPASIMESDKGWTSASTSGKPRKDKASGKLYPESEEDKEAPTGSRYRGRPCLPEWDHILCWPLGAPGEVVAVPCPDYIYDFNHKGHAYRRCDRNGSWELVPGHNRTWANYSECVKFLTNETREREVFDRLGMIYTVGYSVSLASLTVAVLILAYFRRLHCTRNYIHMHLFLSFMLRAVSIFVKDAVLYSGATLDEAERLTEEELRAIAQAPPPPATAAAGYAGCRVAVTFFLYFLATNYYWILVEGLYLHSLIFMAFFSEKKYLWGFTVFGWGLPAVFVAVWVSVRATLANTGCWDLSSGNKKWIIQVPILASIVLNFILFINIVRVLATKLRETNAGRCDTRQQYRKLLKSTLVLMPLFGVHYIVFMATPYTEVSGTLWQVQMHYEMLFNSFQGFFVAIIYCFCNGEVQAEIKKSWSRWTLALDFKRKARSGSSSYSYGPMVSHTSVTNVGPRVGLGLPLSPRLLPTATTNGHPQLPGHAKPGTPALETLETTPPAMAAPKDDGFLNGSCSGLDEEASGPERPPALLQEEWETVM
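HEK-293-derived GP2 cells expressing PTHR1 and a GloSensor cAMP reporter, 3,000/well, plated overnight, given luciferin plus IBMX (each 0.5 mM as added) for 1 h at 37 °C, then compound for 1 h at 37 °C. Luminescence was read after 15 min at room temperature.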
Numbers without * were called inactive; [ ] = remark or other dose. Unless noted, the call rests on the fitted dose curve; in most records, active means well fitted curve in the direction sought with a large enough effect; inconclusive means small, poorly fitted or top-dose-only effect, or another doubt; inactive means no such curve, though single readings can be large; an effect the other way counts as inactive or inconclusive. Only part of the results is shown; count on the stated rates, not on these rows.

`COc1ccccc1NC(=O)c1nn(C)c(C(=O)Nc2ccccc2OC)c1[N+](=O)[O-]` gave TDP43 rescue -18%, Akt phos inh inactive, Abeta rescue -7%, aSyn yeast inh 5%, GLP-1R inv ag inconclusive, D3 antag 21, FUS suppressor 5%, GLP1R ag 3% and PTHR1 agonist -2%.
`COC(C[C@@H](O)C[C@@H](O)[C@@H](C)OCc1ccccc1)OC` gave TDP43 rescue -8%, Akt phos inh inactive, Abeta rescue -16%, aSyn yeast inh -1%, GLP-1R inv ag 9%, D3 antag 0, FUS suppressor -11%, GLP1R ag -3% and PTHR1 agonist inactive.
`OCCCNC(=S)NC1CCCC1` gave TDP43 rescue 11%, Akt phos inh inactive, Abeta rescue 3%, aSyn yeast inh -3%, GLP-1R inv ag 16%, D3 antag 6, FUS suppressor -10%, GLP1R ag 4% and PTHR1 agonist -21%.
CCN(CCCNC(=O)CN1C(=O)COc2ccccc21)c1ccccc1 was read as TDP43 rescue -20%, Akt phos inh inactive, Abeta rescue -3%, aSyn yeast inh 0%, GLP-1R inv ag 0%, D3 antag -15, FUS suppressor -10%, GLP1R ag 1% and PTHR1 agonist inactive.
Screening Cc1c(NC(=O)c2nc3ccccc3nc2N2CCCCC2)cccc1[N+](=O)[O-] returned TDP43 rescue 19%, Abeta rescue 1%, GLP-1R inv ag 4%, FUS suppressor -23%, GLP1R ag 1% and PTHR1 agonist -31%[inhibitor].
`Cc1cccc(NC(=S)NC(=O)c2oc3ccccc3c2C)n1` gave TDP43 rescue -2%, Akt phos inh inactive, Abeta rescue 0%, aSyn yeast inh 1%, GLP-1R inv ag 10%, D3 antag 14, FUS suppressor 21%, GLP1R ag 6% and PTHR1 agonist inactive.
`O=C(COC(=O)C1CCN(c2ccc(C(F)(F)F)cn2)CC1)NCc1ccc(F)cc1` gave TDP43 rescue -11%, Akt phos inh inactive, Abeta rescue 6%, aSyn yeast inh -10%, GLP-1R inv ag -9%, D3 antag 11, FUS suppressor inconclusive, GLP1R ag 6% and PTHR1 agonist -3%.
For COc1ccc(Oc2coc3c(CN(C)C)c(O)ccc3c2=O)cc1 the results were TDP43 rescue 13%, Akt phos inh inactive, Abeta rescue -4%, aSyn yeast inh 4%, GLP-1R inv ag 0%, D3 antag -13, FUS suppressor 6%, GLP1R ag -2% and PTHR1 agonist -6%[57.5 µM].
For O=C1CCCN1CCC1CCN(C(=S)Nc2ccc(F)cc2)CC1 the results were TDP43 rescue -7%, Akt phos inh inactive, Abeta rescue 28%, aSyn yeast inh 3%, GLP-1R inv ag 4%, D3 antag 13, FUS suppressor 18%, GLP1R ag 12% and PTHR1 agonist inactive.
For NS(=O)(=O)c1ccc(CCNC(=O)c2ccc(Cl)nc2)cc1 the results were TDP43 rescue -4%, Akt phos inh inactive, Abeta rescue -16%, aSyn yeast inh 0%, GLP-1R inv ag 13%, D3 antag -17, FUS suppressor -22%, GLP1R ag 2% and PTHR1 agonist inactive.
For CCOC(=O)NC(=O)CN1C(=O)NC(C)(c2ccccc2)C1=O (stereo not given) the results were TDP43 rescue -6%, Abeta rescue 2%, aSyn yeast inh 1%, GLP-1R inv ag -4%, D3 antag 47, FUS suppressor 24%, GLP1R ag -8% and PTHR1 agonist inactive.
For Cc1ccccc1-c1nc(NC(=O)CSc2ncnc3sc4c(c23)CCCC4)ns1 the results were TDP43 rescue -5%, Abeta rescue -15%, GLP-1R inv ag 10%, FUS suppressor 16% and PTHR1 agonist inconclusive.
`O=C1Nc2ccccc2C(=O)C1(Cl)Cc1ccccc1` (stereo not given) gave TDP43 rescue 35µM*, Akt phos inh inactive, Abeta rescue -81%[inhibitor], aSyn yeast inh -52%[inhibitor], GLP-1R inv ag 2%, D3 antag inconclusive, FUS suppressor -12%, GLP1R ag -11% and PTHR1 agonist inactive.
For Cc1cccc(N2CCCn3c2nc2c3c(=O)n(CCN3CCOCC3)c(=O)n2C)c1 the results were TDP43 rescue -5%, Akt phos inh inactive, Abeta rescue 17%, aSyn yeast inh 0%, GLP-1R inv ag 0%, D3 antag -1, FUS suppressor 6%, GLP1R ag -6% and PTHR1 agonist inactive.
CN(C)c1ccc(-c2ccnc3c2CC(C)(C(=O)Nc2ccc4c(c2)OCO4)O3)cc1 (stereo not given) was read as TDP43 rescue -3%, Akt phos inh inactive, Abeta rescue 1%, aSyn yeast inh 8%, GLP-1R inv ag -7%, D3 antag 8, FUS suppressor 30%, GLP1R ag -5% and PTHR1 agonist 29%.
O=C(/C=C/c1ccc(F)cc1)OCC(=O)c1ccc[nH]1 was read as TDP43 rescue 19%, Akt phos inh inactive, Abeta rescue -8%, aSyn yeast inh -6%, GLP-1R inv ag 4%, D3 antag -10, FUS suppressor -10%, GLP1R ag 6% and PTHR1 agonist -20%.
O=[N+]([O-])c1ccc(N2CCN(S(=O)(=O)c3ccc(Cl)c(Cl)c3)CC2)cc1NCCN1CCOCC1 was read as TDP43 rescue 0%, Akt phos inh inactive, Abeta rescue -10%, aSyn yeast inh -11%, GLP-1R inv ag 11%, D3 antag 3, GLP1R ag -3% and PTHR1 agonist -6%.
`CCC1CCCCN1CCCNC(=O)c1ccc2c(c1)N(Cc1ccccc1F)C(=O)c1ccccc1S2(=O)=O` (stereo not given) gave TDP43 rescue -4%, Abeta rescue -3%, GLP-1R inv ag inconclusive, FUS suppressor inconclusive, GLP1R ag -11% and PTHR1 agonist -16%.
Cc1ccc(S(=O)(=O)CCC(=O)OCC(=O)NCc2ccccc2)cc1 was read as TDP43 rescue -9%, Akt phos inh inactive, Abeta rescue -5%, aSyn yeast inh 6%, GLP-1R inv ag 2%, D3 antag 9, FUS suppressor -3%, GLP1R ag 4% and PTHR1 agonist 25%.
CC(C)(C)c1ccccc1OCCOCCSc1ncccn1 was read as TDP43 rescue 0%, Akt phos inh inactive, Abeta rescue 12%, aSyn yeast inh 4%, GLP-1R inv ag inconclusive, D3 antag 4, FUS suppressor 43%, GLP1R ag 10% and PTHR1 agonist -22%.

Filtered by structure, the entries above containing an aryl methoxy group
`COc1ccccc1NC(=O)c1nn(C)c(C(=O)Nc2ccccc2OC)c1[N+](=O)[O-]` gave TDP43 rescue -18%, Akt phos inh inactive, Abeta rescue -7%, aSyn yeast inh 5%, GLP-1R inv ag inconclusive, D3 antag 21, FUS suppressor 5%, GLP1R ag 3% and PTHR1 agonist -2%.
For COc1ccc(Oc2coc3c(CN(C)C)c(O)ccc3c2=O)cc1 the results were TDP43 rescue 13%, Akt phos inh inactive, Abeta rescue -4%, aSyn yeast inh 4%, GLP-1R inv ag 0%, D3 antag -13, FUS suppressor 6%, GLP1R ag -2% and PTHR1 agonist -6%[57.5 µM].

The results go on:
CC(=O)N1CC(C(=O)Nc2ccc3c(c2)OCO3)Oc2ccccc21 (stereo not given) was read as TDP43 rescue -6%, Akt phos inh inactive, Abeta rescue 0%, aSyn yeast inh -3%, GLP-1R inv ag -1%, D3 antag 6, GLP1R ag 4% and PTHR1 agonist inactive.
Screening Cc1ccc(C(=O)Nc2ncnc3sc4c(c23)CCCCC4)cc1 returned TDP43 rescue inconclusive, Akt phos inh inactive, Abeta rescue 14%, aSyn yeast inh 6%, GLP-1R inv ag -8%, D3 antag -8, FUS suppressor 10%, GLP1R ag 7% and PTHR1 agonist inactive.
Screening O=C(N/N=C/c1ccc(Br)cc1)c1ccccc1-n1cccc1 returned TDP43 rescue 19%, Akt phos inh inactive, Abeta rescue 23%, aSyn yeast inh 18%, GLP-1R inv ag 0%, D3 antag 9, FUS suppressor 16%, GLP1R ag 0% and PTHR1 agonist -7%[57.5 µM].
CC(=O)N1CCc2cc(S(=O)(=O)CCC(=O)Nc3cccc(F)c3)ccc21 was read as TDP43 rescue -8%, Akt phos inh inactive, Abeta rescue 1%, aSyn yeast inh -6%, GLP-1R inv ag 3%, D3 antag 8, FUS suppressor 11%, GLP1R ag 0% and PTHR1 agonist -32%[inhibitor][57.5 µM].
COC(=O)C1C2OC(C(Br)C2Br)C1C(=O)OC (stereo not given) was read as TDP43 rescue 11%, Akt phos inh inactive, Abeta rescue -7%, aSyn yeast inh -3%, GLP-1R inv ag 12%, D3 antag -1, FUS suppressor -12%, GLP1R ag 11% and PTHR1 agonist inactive.
`CCOC(=O)c1ncccc1NC(=O)CC(=O)Nc1cccnc1C(=O)OCC` gave TDP43 rescue 3%, Akt phos inh inactive, Abeta rescue 14%, aSyn yeast inh -5%, GLP-1R inv ag 4%, D3 antag 11, FUS suppressor 9%, GLP1R ag 0% and PTHR1 agonist inactive.
For O=C(Nc1ccnn1C1CCN(C2CCCC2)CC1)c1ccccc1 the results were TDP43 rescue 5%, Akt phos inh inactive, Abeta rescue -5%, aSyn yeast inh 1%, GLP-1R inv ag -7%, D3 antag 16, FUS suppressor 9%, GLP1R ag -5% and PTHR1 agonist inactive.
For COCc1nnc(NC(=O)CCc2ccc(OC)cc2)s1 the results were TDP43 rescue -6%, Akt phos inh inactive, Abeta rescue -3%, aSyn yeast inh 1%, GLP-1R inv ag -8%, D3 antag -5, FUS suppressor 10%, GLP1R ag 0% and PTHR1 agonist -19%.
